# ELG1 DNA repair – inhibitors of ELG1-dependent DNA repair in HEK293T cells. Potency, µM (series often up to 46.1 µM), for the others: top-dose activity change, negative = inhibition, hits mostly inhibitors. HEK293T ELG1-luciferase reporter, luminescence, 16 h; DNA damage induced by 5-fluorouridine. AID 504467. actives 2.3% (n = 330,000); also: potency is read from the fitted curve at half-maximal effect; % is scaled to controls: 0 for no effect and ±100 for the full control effect; nearly all actives have a fitted effect of over 55% in size
#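 In this reporter screen, reduction of luminescence relative to DMSO vehicle indicated activity. Compounds and 5-fluorouridine were added together to 2,000 cells per well, incubated for 16 hr at 37 °C, then developed with ONE-Glo.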
# PTAP TSG101 blk – blocks PTAP/TSG101 interaction to inhibit HIV-1 budding. 340,000 tested, under 10 active. Fluorescence polarization, FITC-PTAP peptide / Tsg101 binding. Potency, µM (top dose mostly 115 µM), without a hit: at the highest dose activity change, negative = inhibition, usual class: inhibitors. Q99816; active = well fitted inhibition curve with a large enough effect in the main read-out, with a control signal flat, not every such curve was filed as active; inconclusive = small, poorly fitted or top-dose-only effect, or effect the other way, or a change in a side signal; inactive = no such curve, though single readings can be large or run the other way; also: potency is read from the fitted curve at half-maximal effect; % of control where 0% means no effect
# Target sequence (Q99816 whole entry, looked up): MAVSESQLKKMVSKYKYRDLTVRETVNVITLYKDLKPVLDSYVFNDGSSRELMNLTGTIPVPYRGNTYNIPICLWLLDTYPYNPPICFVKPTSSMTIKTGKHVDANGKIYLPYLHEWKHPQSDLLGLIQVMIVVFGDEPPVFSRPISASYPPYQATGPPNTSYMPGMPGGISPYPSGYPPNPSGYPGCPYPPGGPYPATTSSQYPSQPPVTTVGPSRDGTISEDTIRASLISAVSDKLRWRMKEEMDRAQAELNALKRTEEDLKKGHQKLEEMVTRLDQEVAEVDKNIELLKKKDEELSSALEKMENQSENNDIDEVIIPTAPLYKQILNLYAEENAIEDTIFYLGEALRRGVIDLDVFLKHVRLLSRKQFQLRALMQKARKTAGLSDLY
#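 Fluorescence polarization binding of Tsg101 binding domain (10 uM final) to FITC-labeled PTAP peptide (50 nM final) in HEPES pH 7.5 buffer with NaCl, Tween 20, EDTA, TCEP. Compounds added before peptide; binding 20 min at RT.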
# a7 integrin act – activates integrin-mediated alleviation for muscular dystrophy | alpha7betagal myoblasts, beta-gal FDG fluorescence, 48 h | Potency, µM (doses to about 38.3 µM), inactives show at the top dose activation, usual class: activators | actives 0.064% (n = 350,000) | AID 624291;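 also: potency is read from the fitted curve at half-maximal effect; 100% = response of the positive control SU9516; nearly all actives have a fitted effect of over 60% in size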
#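 alpha7betagal+/- myoblasts (passage 13, 250/well) treated 48 h at 37C with compounds at 1:260 dilution of DMSO stock. Lysed, then beta-galactosidase activity read as FDG fluorescence (ex 480/em 540) after 30 min, with pre-read for autofluorescence.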
# TRPV1 ag – agonists of human vanilloid receptor 1 (TRPV1); activation, % at 8.33 µM; TRPV1-expressing cells, Fluo-8 calcium influx, agonist mode; Q8NER1; actives 0.19% (n = 320,000); in the data active = activation above about 80%; inconclusive = between about 30% and that limit; also: 0% is about no effect
#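 TRPV1-expressing cells were cultured overnight at 35.5C and loaded with Fluo-8 calcium dye for 40 to 90 min at room temperature. After a 10 s baseline, compound was added and calcium influx was read kinetically for 3 min (ex 480/em 520 nm).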
# B2AR arrestin – recruits beta-arrestin to the human beta2-adrenergic receptor; P07550; beta-arrestin recruitment to beta2AR, cell-based reporter; Potency, µM (series often up to 46.1 µM), inactives show at the top dose activation, hits mostly activators; actives 0.02% (n = 330,000);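 also: potency is read from the fitted curve at half-maximal effect; 0% = DMSO controls and full agonism = EC100 isoproterenol or metaproterenol; nearly all actives have a fitted effect of over 65% in size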
# Target sequence (P07550 whole entry, looked up): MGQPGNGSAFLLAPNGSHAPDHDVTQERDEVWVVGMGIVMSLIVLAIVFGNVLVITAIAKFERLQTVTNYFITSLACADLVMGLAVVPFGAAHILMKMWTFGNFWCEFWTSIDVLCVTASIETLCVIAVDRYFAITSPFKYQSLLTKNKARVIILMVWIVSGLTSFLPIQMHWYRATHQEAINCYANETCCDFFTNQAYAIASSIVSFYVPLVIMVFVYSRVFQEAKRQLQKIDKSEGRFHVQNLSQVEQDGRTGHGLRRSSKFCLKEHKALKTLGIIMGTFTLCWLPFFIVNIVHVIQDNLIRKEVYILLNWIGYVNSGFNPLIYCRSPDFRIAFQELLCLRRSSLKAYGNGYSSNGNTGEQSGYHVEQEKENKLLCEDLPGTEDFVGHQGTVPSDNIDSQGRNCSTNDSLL
# p53 reactivation – mutant p53 re-activation in reporter cells; H1299 p53-A138V BP100-luciferase reporter, luminescence, 24 h; Potency, µM (doses to about 92.2 µM), for inactives: at the top dose activity change, positive = activation, usual class: activators; actives 0.063% (n = 320,000); AID 504706; also: potency is read from the fitted curve at half-maximal effect; % of control where 0% means no effect; nearly all actives have a fitted effect of over 45% in size
#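 p53-null H1299 cells stably carrying temperature-sensitive p53-A138V and a BP100-luciferase reporter were pinned with compounds (4-point, 1:5 series) and held 24 hrs at 37 deg C. Luminescence was read 10 min after detection reagent.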
# MLL CXXC-DNA inh – inhibitors of human MLL CXXC domain-DNA interaction | Q03164 | MLL-CXXC / FITC-HOXA9 DNA fluorescence polarization | Potency, µM (highest dose often 115 µM), inactives show at the highest dose activity change, negative = inhibition, actives largely listed as inhibitors | actives 0.037% (n = 290,000) | AID 2662; active = well fitted inhibition curve with a large enough effect in the polarisation, with a control signal flat, not every such curve was filed as active; inconclusive = small, poorly fitted or top-dose-only effect, or effect the other way, or a change in a side signal; inactive = no such curve, though single readings can be large or run the other way; the % refers to the polarisation; also: potency is read from the fitted curve at half-maximal effect
#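 Steps: dispense CXXC domain solution (7 uM) → pin compounds or unlabeled HOX-A9 DNA control → 5 min ambient → add FLSN-HOX-A9 solution (50 nM) → spin → 30 min ambient → fluorescence polarization. Tris pH 7.5/NaCl/DTT/BSA buffer.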
# BRCA1 expr act – increases BRCA1 expression; AID 624202; actives 1.1% (n = 380,000); MCF7-BRCA1-FFLuc reporter, luminescence, 48 h; response scale: scaled: vehicle 0%, 10 µM genistein 100%; Potency, µM (titrated, usually from 46.1 µM), inactives show at the top dose activation, most hits filed as activators; also: potency is read from the fitted curve at half-maximal effect; nearly all actives have a fitted effect of over 80% in size; some results filed as inactive show a strong effect at the top dose
#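 Quantitative HTS in MCF7 cells stably reporting BRCA1 expression via firefly luciferase. Compound treatment lasts 48 h at 37 °C in phenol-red free MEM. Activation is expressed relative to genistein at 10 microM and DMSO.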
# TCR act – activates T cell receptor signaling | primary human leukocytes, anti-CD3, IL-2 HTRF, 48 h | Potency, µM (titrated, usually from 9.22 µM), for the others: top-dose activation of IL-2 secretion, usual class: activators | 330,000 tested, under 10 active; also: % of control where 0% means no effect
#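 Primary human leukocytes receive a-CD3 beads and test compound and are incubated 48 hr. Secreted IL-2 is then assayed by HTRF, measuring 665nm acceptor emission after 320nm excitation of the europium donor.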
# A-T KAP1 phos – potential ataxia-telangiectasia treatment; actives 0.19% (n = 320,000); […] A-T fibroblasts, KAP-1 phosphorylation AlphaLISA; neocarzinostatin DNA damage 30 min before lysis; Potency, µM (titrated, usually from 57.5 µM), without a hit: at the top dose activation, hits mostly activators; AID 485349; also: potency is read from the fitted curve at half-maximal effect; % of control where 0% means no effect; nearly all actives have a fitted effect of over 45% in size
#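 ATM-like activity read as KAP-1 phosphorylation via AlphaLISA donor/acceptor antibody pairs after lysis and 6 hr at 25C. Cells were ATM-null patient fibroblasts ([…], hTERT), dosed 60 min, then exposed to the DSB inducer NCS for 30 min.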
# * = called active by the depositor; ? = inconclusive; / = not tested or not shown; & = joins results of further samples; [ ] = another dose, or the depositor's remark. Unless noted, calls follow the shape of the dose curve; as a rule, active = well fitted curve in the direction sought with a large enough effect; inconclusive = small, poorly fitted or top-dose-only effect, or another doubt; inactive = no such curve, though single readings can be large; an effect the other way counts as inactive or inconclusive.
Compound	ELG1 DNA repair	PTAP TSG101 blk	a7 integrin act	TRPV1 ag	B2AR arrestin	p53 reactivation	MLL CXXC-DNA inh	BRCA1 expr act	TCR act	A-T KAP1 phos
CC1CCCCN1S(=O)(=O)c1ccc2c(c1)oc(=O)n2CC(=O)O (stereo not given)	16%	-5%	-7%	9	-0.1%	-3%	-3%	12%	3%	3%
CC(Oc1ccc(Cl)cc1)C(=O)/C=C/N(C)C (stereo not given)	-8%	-7%	-6%	21	-3.0%	3%	-1%	-3%	-4%	8%
COc1ccc(/C=C/C(=O)Nc2cccc(N3CCOCC3)c2)cc1OC	?	-1%	-17%	2	-1.4%	-4%	1%	1%	5%[46.1 µM]	-1%
Cc1ncoc1C(=O)N1CCc2c([nH]c3ccccc23)C1C1CCCCC1 (stereo not given)	?	0%	?	12	0.5%	15%	-8%	0%	-6%	1%
COc1ccc(CNC(=O)CSc2nnnn2-c2ccccc2)cc1	17%	-9%	-16%	10	-1.0%	-4%	-2%	3%	-3%	1%
COc1ccc(S(=O)(=O)N(C)CC(=O)N2CCC(C(N)=O)CC2)cc1Cl	12%	-5%	12%[7.66 µM]	2	0.2%	-3%	2%	1%	8%	9%
CC(=O)C1=C(C)Nc2ncnn2C1c1ccccc1 (stereo not given)	9%	-3%	-26%	-2	0.1%	5%	6%	7%	-4%	9%
CCOc1cccc(CN2CCC(n3nccc3NC(=O)C3CCCC3)CC2)c1	-19%	-1%	-19%	-1	-0.3%	13%	7%	-11%	-4%	8%
CCCc1c(C(=O)N/N=C(/C)c2ccncc2)nnn1-c1nonc1N	10%	-1%	2%	1	-0.9%	5%	6%	-25%	6%	-6%
COCCN(C(=S)Nc1cc(C)cc(C)c1)C(C)c1cccs1 (stereo not given)	-18%	-4%	19%	3	-1.0%	1%	6%	2%	-3%	10%
CC1=C[C@H]2OC(=O)[C@@H](C)[C@H]2C[C@@H]2[C@H]1C[C@@H](O)[C@@]2(C)O	4%	-2%	11%	0	-0.5%	2%	4%	-15%	1%	35%
CC(C)(C)NC(=O)CON=C1c2ccccc2-c2ccccc21	-16%	-7%	-37%	20	-0.5%	3%	5%	-69%	2%[46.1 µM]	16%
COc1cc(/C=N/NC(=O)C(C)Nc2n[nH]c(=O)[nH]c2=O)cc(OC)c1O (stereo not given)	19%	-3%	-9%	-5	0.3%	6%	18%	4%	-2%[46.1 µM]	1%
CN(CC(=O)NCc1cccnc1)S(=O)(=O)c1ccccc1	-2%	0%	?	-4	-0.1%	-2%	-2%	1%	-3%	-3%
C=C(C)COc1ccc(-c2nc(N)ncc2Oc2ccccc2OCC)c(O)c1	?	-4%	-65%[inhibitor]	-3	-0.3%	-14%	-3%	-70%	-6%	8%
COC(=O)c1ccccc1NC(=O)CSc1nncn1-c1ccccn1	1%	2%	-204%[inhibitor]	4	0.2%	10%	6%	10%	-5%	0%
CCCCOc1ccc(C(=O)NCC2(c3ccc(OC)cc3)CCOCC2)cc1	-24%	1%	-31%	-5	3.4%	-6%	-9%	-18%	6%[46.1 µM]	9%
CC(=O)c1ccc(NC(=O)c2cc(C)no2)cc1	16%	-7%	-3%	0	-0.1%	14%	?	66%	3%	9%
Nc1c(N(CCO)C(=O)COc2ccc(Cl)cc2)c(=O)[nH]c(=O)n1Cc1ccccc1	12%	0%	?	-4	-0.2%	-2%	19%	-12%	-2%[46.1 µM]	9%
O=C(O)c1ccc(S(=O)(=O)N2CCC3(CC2)CC(=O)c2ccccc2O3)cc1	-2%	-1%	25%	2	0.1%	7%	/	-8%	0%	14%
COC(=O)c1cc(C(=O)N2CCc3ccccc32)cc([N+](=O)[O-])c1	-7%	-7%	6%	0	3.2%	8%	-8%	-3%	0%	-6%
O=C(Nc1ccccc1C(=O)N1CCN(Cc2ccccc2)CC1)c1ccccn1	-3%	-4%	4%	5	0.8%	-4%	4%	-24%	1%	5%
C/C(=N\Nc1ccc(C(=O)c2c(C)cc3ccccn23)cc1[N+](=O)[O-])c1ccc(O)cc1	?	-10%	12%	4	-0.1%	-3%	-1%	-58%	-1%	-7%
COc1cc(NC(=O)c2cccc3c2C(=O)N(C2CCCCC2)C3)cc(OC)c1OC	4.6µM*	-9%	?	?	-1.3%	-7%	1%	-46%	-10%	11%
CCC(C)Sc1cccc(-c2nc3ccc(C)cn3c2NCc2ccccc2)c1 (stereo not given)	?	-6%	-41%	-1	-1.8%	14%	/	-56%&2%	-2%	22µM*
CC(C)CN(C(=O)COc1ccc(Br)cc1C=O)C1CCS(=O)(=O)C1 (stereo not given)	2%	-2%	-7%	1	0.1%	-2%	/	-18%	5%	10%
CCOC(=O)c1ccc(-n2c(CCC(=O)O)ccc2-c2ccc(F)cc2)cc1	-14%	-1%	4%	-4	-0.8%	-2%	-9%	7%	-8%	-1%
COc1ccc(C2=CC(=O)C[C@H](c3ccc(OC)c(OC)c3)C2)cn1	?	/	2%	3	0.3%	-4%	/	1%	2%	0%
COCCSc1ccccc1C(=O)NCc1cccnc1	5%	-10%	-44%	-3	-0.5%	2%	1%	3%	3%	11%
CCN(CC)S(=O)(=O)c1ccc(Cl)c(NC(=O)c2cc(Cl)cc(Cl)c2)c1	?	-5%	-39%	-2	-1.2%	-2%	-2%	1%	-5%[46.1 µM]	-1%
O=S(=O)(Nc1nc2ccc(Cl)cc2s1)c1cccs1	?	-8%	-13%	1	-0.1%	19%	13%	49%	-1%	3%
CC(=O)c1ccc(Cc2ncc(C(F)(F)F)cc2Cl)s1	20%	-3%	9%	10	0.5%	-3%	0%	8%	0%	-2%
CCc1ccc(C(CNC(=O)c2ccc3c(=O)n(-c4ccccc4F)c(=S)[nH]c3c2)N(C)C)cc1 (stereo not given)	-26%	-1%	0%	-4	0.2%	3%	-1%	-70%	5%	-12%
CN1C(=O)C2(OCC(COc3ccc(Cl)cc3)O2)c2ccccc21 (stereo not given)	-20%	-2%	0%	2	-0.2%	-5%	13%	-12%	-7%	4%
O=C1[C@H]2[C@@H](/C=C/c3ccccc3)N3C(=O)CN(Cc4ccccn4)C(=O)[C@@]3(Cc3ccccc3)[C@H]2C(=O)N1c1ccccc1	3%	-4%	3%	-2	0.4%	/	9%	1%	6%	-5%
CCN(Cc1ccccc1)S(=O)(=O)c1c(C)[nH]c(C)c1C(=O)N1CCCC1	24%	0%	27%	3	0.4%	-6%	0%	-4%	-6%	6%
COC(=O)NC1(C(F)(F)F)C(=O)NC(C)=C1C(=O)OC (stereo not given)	2%	-1%	-4%	3	0.1%	0%	0%	-9%	-2%	6%
Cc1cc(Nc2nn(C)c(N)c2C#N)ccc1F	?	-11%	17%	-4	-0.3%	3%	1%	46%	5%	1%
COC(=O)C1=C(C)N(Cc2ccccc2)C(=O)N[C@H]1c1ccc(Br)cc1	-13%	0%	3%	1	-0.4%	-9%	-2%	0%	2%	-10%
O=C1C=C(c2ccc(F)nc2)CCC1	/	1%	2%	/	/	/	/	11%	-3%	/

# By substructure, the entries above with a nitro group on carbon
Compound	ELG1 DNA repair	PTAP TSG101 blk	a7 integrin act	TRPV1 ag	B2AR arrestin	p53 reactivation	MLL CXXC-DNA inh	BRCA1 expr act	TCR act	A-T KAP1 phos
COC(=O)c1cc(C(=O)N2CCc3ccccc32)cc([N+](=O)[O-])c1	-7%	-7%	6%	0	3.2%	8%	-8%	-3%	0%	-6%
C/C(=N\Nc1ccc(C(=O)c2c(C)cc3ccccn23)cc1[N+](=O)[O-])c1ccc(O)cc1	?	-10%	12%	4	-0.1%	-3%	-1%	-58%	-1%	-7%

# (listing goes on)
Compound	ELG1 DNA repair	PTAP TSG101 blk	a7 integrin act	TRPV1 ag	B2AR arrestin	p53 reactivation	MLL CXXC-DNA inh	BRCA1 expr act	TCR act	A-T KAP1 phos
O=S(=O)(NCC(c1ccc2c(c1)OCO2)N1CCN(c2ccccc2)CC1)c1ccccc1 (stereo not given)	?	-1%	0%	0	-0.1%	-3%	/	-21%	4%	0%
O=C(Cc1ccc(Cl)cc1)NCc1ccccc1Cl	?	1%	19%	?	-0.7%	6%	3%	54%	-3%	0%
Cc1[nH]c2ccccc2c1C(=O)C(=O)NCc1ccco1	?	-4%	9%	-3	0.1%	6%	-12%	-1%	-6%	-5%
Nc1ncc([N+](=O)[O-])c(Oc2ccccc2F)n1	2%	-3%	-10%	0	0.4%	12%	-7%	0%	-1%	-1%
COc1ccc(CN(Cc2ccc(C(=O)O)cc2)C(=S)Nc2cccc(C)c2)cc1OC	14%	-4%	-19%	-4	-0.2%	-5%	-3%	4%	2%	-4%
Cc1ccccc1OCCC(=O)Nc1ccc(S(=O)(=O)N(C)C2CCN(C)CC2)cc1	?	-2%	-45%	-4	0.2%	0%	/	-27%	5%	1%
Cc1ccc(N2CN(CCc3ccccc3)CNC2=S)cc1	-16%	-1%	-23%	0	7.4%	-2%	-14%	-1%	-3%	-5%

# Screening results from PubChem.
